HT1080-NT tox = kills 2HG-producing HT-1080-NT fibrosarcoma cells. actives 1.6% (n = 360,000). HT-1080-NT fibrosarcoma viability, CellTiter-Glo ATP luminescence, 48 h. Potency, µM (doses to about 46.1 µM), for the others: top-dose activity, negative = less viability, hits mostly cytotoxic. AID 686970;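 further: NT is the 2HG producing partner of a matched IDH1 knockdown line; potency means the concentration at half of the fitted maximal effect; 0% = DMSO-treated cells and -100% = media-only wells without cells; nearly all actives have a fitted effect of over 55% in size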
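HT-1080-NT fibrosarcoma cells (2HG-overproducing), 750 cells/well in RPMI with 5% FBS, dosed after 2 h and incubated 48 h at 37C. CellTiter-Glo luminescence normalized to DMSO and no-cell wells; concentration-response curves fitted and classed.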
DRD3 antagonist = blocks the human D3 dopamine receptor. actives 2.5% (n = 360,000). P35462. D3R cells, DiscoveRx beta-arrestin luminescence, antagonist mode; stronger effect = lower value. max response, negative = inhibition, %. AID 652054; in the data active means max response below about -50%; inconclusive means no clear call, values can overlap the other calls; further: on the % scale 0 is the no-effect control and ±100 the full control effect; mostly tested at two doses, the higher about 12 µM
Target sequence (P35462 whole entry, looked up): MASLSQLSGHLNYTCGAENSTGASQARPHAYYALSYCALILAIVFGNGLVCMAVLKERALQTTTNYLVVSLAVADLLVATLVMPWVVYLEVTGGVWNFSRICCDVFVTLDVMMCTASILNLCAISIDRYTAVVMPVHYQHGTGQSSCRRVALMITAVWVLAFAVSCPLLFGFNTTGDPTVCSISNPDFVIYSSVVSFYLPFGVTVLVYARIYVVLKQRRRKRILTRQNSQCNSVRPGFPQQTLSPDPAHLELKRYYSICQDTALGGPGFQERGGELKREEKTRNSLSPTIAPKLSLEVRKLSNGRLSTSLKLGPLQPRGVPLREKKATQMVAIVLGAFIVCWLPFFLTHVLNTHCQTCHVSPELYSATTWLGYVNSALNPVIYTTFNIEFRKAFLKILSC
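Cells plated overnight at 1500 cells/well, then exposed to library compounds with dopamine controls for 90 minutes at 37 degrees C. DiscoveRx reagent added for 30–60 minutes at room temperature; luminescence read, quantitative HTS format.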
KB-V1 MDR tox = kills drug-selected multidrug resistant KB-V1 cells; KB-V1 MDR cells viability, CellTiter-Glo, 72 h; Potency, µM (top dose mostly 46.1 µM), inactives show top-dose activity change, negative = cytotoxicity, usual class: cytotoxic; actives 3.4% (n = 400,000); AID 1347076; further: potency means the concentration at half of the fitted maximal effect; on the % scale 0 is the no-effect control and ±100 the full control effect; nearly all actives have a fitted effect of over 60% in size
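KB-V1, DMEM (no phenol red) + 10% FBS; cpd pin-transferred, titration series; 72 h, 37 degrees C; CellTiter-Glo, luminescence. Data normalized, curve-fit.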
KB-3-1 cytotox = kills parental KB-3-1 adenocarcinoma cells; KB-3-1 viability, CellTiter-Glo ATP luminescence, 72 h; Potency, µM (titrated, usually from 46.1 µM), for the others: at the top dose activity change, negative = cytotoxic, hits mostly cytotoxic; actives 1.4% (n = 400,000); further: potency means the concentration at half of the fitted maximal effect; on the % scale 0 is the no-effect control and ±100 the full control effect; nearly all actives have a fitted effect of over 60% in size
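Cytotoxicity in the drug-sensitive parental line KB-3-1 was scored as loss of CellTiter-Glo luminescence following 72 h incubation with compound. Values come from curve fitting of normalized concentration-response data.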
GLP1R ag = agonists of human GLP-1 receptor | P43220 | HEK293 GLP-1R CRE-luciferase, luminescence, 4-6 h; cells express a hypersensitive GLP-1R form | Potency, µM (titrated, usually from 45.6 µM), without a hit: at the top dose activation, usual class: activators | actives 0.007% (n = 380,000) | AID 624172; further: potency means the concentration at half of the fitted maximal effect; % of control where 0% means no effect
Target sequence (P43220 whole entry, looked up): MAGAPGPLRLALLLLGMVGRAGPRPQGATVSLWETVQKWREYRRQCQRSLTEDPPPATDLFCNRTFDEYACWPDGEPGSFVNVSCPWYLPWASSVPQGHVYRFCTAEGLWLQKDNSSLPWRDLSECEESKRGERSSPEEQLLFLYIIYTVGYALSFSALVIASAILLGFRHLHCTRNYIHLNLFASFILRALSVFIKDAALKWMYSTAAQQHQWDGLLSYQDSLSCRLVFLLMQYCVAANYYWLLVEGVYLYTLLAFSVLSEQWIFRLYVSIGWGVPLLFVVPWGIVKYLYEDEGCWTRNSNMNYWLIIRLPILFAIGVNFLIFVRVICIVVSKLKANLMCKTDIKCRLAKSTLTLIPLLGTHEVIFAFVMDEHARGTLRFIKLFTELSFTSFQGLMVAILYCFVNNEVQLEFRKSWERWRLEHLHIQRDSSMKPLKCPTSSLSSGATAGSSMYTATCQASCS
HT1080 IDH1KD tx = HT-1080 IDH1 knockdown cell toxicity (counter line) | HT-1080 IDH1 knockdown viability, ATP luminescence, 48 h | Potency, µM (titrated, usually from 46.1 µM), inactives show top-dose activity, negative = toxicity, most hits filed as cytotoxic | actives 2% (n = 360,000) | AID 686971;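 further: potency means the concentration at half of the fitted maximal effect; 0% = DMSO wells and -100% = cell-free medium wells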
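Assay cells: HT-1080 with IDH1 knockdown, 750 per well, RPMI/5% FBS. Exposure: 48 h at 37 °C following 2 h pre-incubation. Read: CellTiter-Glo luminescence; fitted concentration-response, curve class assigned.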
DRD3 agonist = D3 dopamine receptor (human) agonism | P35462 | D3R DiscoveRx beta-arrestin cells, luminescence, 90 min | max activation, % | actives 0.58% (n = 410,000) | AID 652048; in the data active means max activation above about 30%; further: 0% is about no effect; mostly tested at two doses, the higher about 12 µM
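Cells at 1500/well, incubated overnight, then treated with pinned compounds (dopamine as control) for 90 min at 37 degrees C. DiscoveRx reagent added for 30 - 60 minutes at room temperature; luminescence read.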
SW480 rerep = inducers of DNA re-replication in SW480 colon cancer cells. SW480 DNA re-replication, Hoechst DNA content imaging, 48 h. Potency, µM (top dose mostly 46.1 µM), for the others: at the top dose re-replication activation, actives largely listed as activators. actives 1.8% (n = 340,000). AID 624297; further: potency means the concentration at half of the fitted maximal effect; % of control where 0% means no effect; nearly all actives have a fitted effect of over 55% in size
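Per well, 250 cells were exposed to pinned compound for 48 hr. Nuclear DNA was visualised with Hoechst (40 min, 37 C) and total object intensity recorded by fluorescence scanning.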
IL-1B inflam inh = inhibitors of inflammasome signaling (IL-1 beta secretion) | actives 4.7% (n = 360,000) | activity change, % at 57.5 µM | THP-1 LPS/ATP IL-1B secretion, AlphaLISA, 16 h; stronger effect = lower value; in the data active means activity change below about -50%; inconclusive means mostly about -30% to -49%; further: on the % scale 0 is the no-effect control and ±100 the full control effect
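THP-1 cells pretreated 1 hr with compounds (up to 57.5 uM final), then stimulated with LPS (250 ng/mL final) plus ATP (1.25 mM final); secreted IL-1B measured by AlphaLISA after 16 hr, decreased signal indicating inhibition.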
The depositor's hits bear a star. Unless noted, the call rests on the fitted dose curve; in most records, active means well fitted curve in the direction sought with a large enough effect; inconclusive means small, poorly fitted or top-dose-only effect, or another doubt; inactive means no such curve, though single readings can be large; an effect the other way counts as inactive or inconclusive.

Results for O=C(Nc1ccc2c(c1)nc1n2CCOC1)c1ccccc1 ?
HT1080-NT tox: 19%; DRD3 antagonist: -10; KB-V1 MDR tox: -1%; KB-3-1 cytotox: -4%; GLP1R ag: -5%; HT1080 IDH1KD tx: 10%; DRD3 agonist: -6; SW480 rerep: 3%; IL-1B inflam inh: inconclusive

Results for O=C(CNC(=O)c1ccccc1F)N/N=C/c1cn[nH]c1-c1ccccc1 ?
HT1080-NT tox: 1%; DRD3 antagonist: 25; KB-V1 MDR tox: 1%; KB-3-1 cytotox: 0%; GLP1R ag: 2%; HT1080 IDH1KD tx: 5%; DRD3 agonist: 4; SW480 rerep: 5%; IL-1B inflam inh: 0

Results for Cc1c(Br)c(C(=O)N2CCc3ccccc32)nn1C ?
HT1080-NT tox: 9%; DRD3 antagonist: 21; KB-V1 MDR tox: -7%; KB-3-1 cytotox: -11%; GLP1R ag: 3%; HT1080 IDH1KD tx: 13%; DRD3 agonist: -4; SW480 rerep: inconclusive; IL-1B inflam inh: 1

What do the screens show for `COCCNC(=O)C1(C)CCN(C(=O)c2oc3ccccc3c2C)C1` (stereo not given)?
HT1080-NT tox: 14%; DRD3 antagonist: 4; KB-V1 MDR tox: -21%; KB-3-1 cytotox: -1%; GLP1R ag: -2%; HT1080 IDH1KD tx: 19%; DRD3 agonist: 4; IL-1B inflam inh: 2

Results for CCCOc1ccc(C2/C(=C(/O)c3ccc(F)cc3)C(=O)C(=O)N2CCCN(C)C)cc1 (stereo not given) ?
HT1080-NT tox: 21%; DRD3 antagonist: -25; KB-V1 MDR tox: 19%; KB-3-1 cytotox: -2%; GLP1R ag: 3%; HT1080 IDH1KD tx: 13%; DRD3 agonist: -3; SW480 rerep: 1%; IL-1B inflam inh: -2

Results for N#Cc1c(N)nc(SCc2ccccn2)c(C#N)c1-c1cccs1 ?
HT1080-NT tox: -7%; DRD3 antagonist: 28; KB-V1 MDR tox: 2.9µM*; KB-3-1 cytotox: inconclusive; GLP1R ag: 1%; HT1080 IDH1KD tx: inconclusive; DRD3 agonist: 5; SW480 rerep: -2%; IL-1B inflam inh: -13

Results for CSc1ccccc1NC(=O)COc1ccccc1C ?
HT1080-NT tox: 2%; DRD3 antagonist: 2; KB-V1 MDR tox: 0%; KB-3-1 cytotox: -1%; GLP1R ag: 13%; HT1080 IDH1KD tx: 2%; DRD3 agonist: 2; SW480 rerep: 4%; IL-1B inflam inh: 23

Results for Cc1ccc(S(=O)(=O)N2CCN(C(=O)COC(=O)c3nc(Cl)ccc3Cl)CC2)c(C)c1 ?
HT1080-NT tox: 5%; DRD3 antagonist: 1; KB-V1 MDR tox: 16%; KB-3-1 cytotox: -1%; GLP1R ag: 3%; HT1080 IDH1KD tx: 0%; DRD3 agonist: -2; SW480 rerep: 7%; IL-1B inflam inh: 33

What do the screens show for `O=C(Cc1cccs1)N1CCCC(c2nc3c(nnn3Cc3cccc(Cl)c3)c(=O)[nH]2)C1` (stereo not given)?
HT1080-NT tox: -17%; DRD3 antagonist: 6; KB-V1 MDR tox: 10%; KB-3-1 cytotox: -28%; GLP1R ag: 11%; HT1080 IDH1KD tx: inconclusive; DRD3 agonist: -16; SW480 rerep: -3%; IL-1B inflam inh: 5

Results for Cc1ccc(S(=O)(=O)N2CCC(C(=O)N/N=C/c3ccncc3)CC2)cc1 ?
HT1080-NT tox: -2%; DRD3 antagonist: 9; KB-V1 MDR tox: -5%; KB-3-1 cytotox: 11%; GLP1R ag: 17%; HT1080 IDH1KD tx: -7%; DRD3 agonist: -2; SW480 rerep: 11%; IL-1B inflam inh: 4

Results for COc1ccc(N2CCN(S(=O)(=O)c3cnc[nH]3)CC2)cc1 ?
HT1080-NT tox: -2%; DRD3 antagonist: -14; KB-V1 MDR tox: 6%; KB-3-1 cytotox: 4%; GLP1R ag: 7%; HT1080 IDH1KD tx: -3%; DRD3 agonist: -10; SW480 rerep: inconclusive; IL-1B inflam inh: -6

Results for CC(C)=CCc1c(O)c(CC=C(C)C)c2occ(-c3ccc(O)cc3)c(=O)c2c1O ?
HT1080-NT tox: inconclusive; DRD3 antagonist: 80; KB-V1 MDR tox: inconclusive; KB-3-1 cytotox: inconclusive; GLP1R ag: 0%; HT1080 IDH1KD tx: inconclusive; DRD3 agonist: 84*; SW480 rerep: inconclusive; IL-1B inflam inh: -79*

What do the screens show for `CN(C)S(=O)(=O)c1ccc(Cl)c(NC(=O)COc2ccccc2[N+](=O)[O-])c1`?
HT1080-NT tox: -1%; DRD3 antagonist: 8; KB-V1 MDR tox: -17%; KB-3-1 cytotox: -20%; GLP1R ag: 1%; HT1080 IDH1KD tx: 8%; DRD3 agonist: 3; SW480 rerep: -21%; IL-1B inflam inh: 0

What do the screens show for `CCN(Cc1ccccc1)C(=O)C1CCN(C/C(C)=C/c2ccccc2)CC1`?
HT1080-NT tox: 4%; DRD3 antagonist: -10; KB-V1 MDR tox: inconclusive; KB-3-1 cytotox: -6%; GLP1R ag: -5%; HT1080 IDH1KD tx: 2%; DRD3 agonist: -10; SW480 rerep: inconclusive; IL-1B inflam inh: -6

What do the screens show for `O=C(CC1CCCC1)N1CCCC(Nc2cccc(F)c2)C1` (stereo not given)?
HT1080-NT tox: -19%; DRD3 antagonist: 10; KB-V1 MDR tox: -12%; KB-3-1 cytotox: 13%; GLP1R ag: 15%; HT1080 IDH1KD tx: -1%; DRD3 agonist: 7; SW480 rerep: -6%; IL-1B inflam inh: -1

What do the screens show for `CCCCOCCCNC(=O)N[C@H](C(=O)OC)C(C)C`?
HT1080-NT tox: 17%; DRD3 antagonist: inconclusive; KB-V1 MDR tox: -18%; KB-3-1 cytotox: 0%; GLP1R ag: 5%; HT1080 IDH1KD tx: 12%; DRD3 agonist: -6; SW480 rerep: -11%; IL-1B inflam inh: -1

How did CCCNC(=O)Cn1cnc2sc(C(=O)N3CCN(Cc4ccc5c(c4)OCO5)CC3)c(C)c2c1=O do in these assays?
HT1080-NT tox: 1%; DRD3 antagonist: -3; KB-V1 MDR tox: 3%; KB-3-1 cytotox: -20%; GLP1R ag: 4%; HT1080 IDH1KD tx: -4%; DRD3 agonist: -9; SW480 rerep: -4%; IL-1B inflam inh: -6

What do the screens show for `CC(C)C[C@H](NC(=O)c1nc[nH]c1C(=O)N1CCc2ccccc2C1)C(=O)OCc1ccccc1`?
HT1080-NT tox: -7%; DRD3 antagonist: 4; KB-V1 MDR tox: 2%; KB-3-1 cytotox: 0%; GLP1R ag: -1%; HT1080 IDH1KD tx: -4%; DRD3 agonist: 0; SW480 rerep: -11%; IL-1B inflam inh: -17

Results for CC1(C)CC(=O)C=C(c2cccc3c2sc2ccccc23)C1 ?
HT1080-NT tox: 9%; DRD3 antagonist: -11; KB-V1 MDR tox: -4%; KB-3-1 cytotox: 0%; GLP1R ag: inconclusive; HT1080 IDH1KD tx: 0%; DRD3 agonist: -3; SW480 rerep: 2%; IL-1B inflam inh: 0

What do the screens show for `O=C(COC(=O)c1cccnc1Cl)NC12CC3CC(CC(C3)C1)C2`?
HT1080-NT tox: 6%; DRD3 antagonist: 0; GLP1R ag: 12%; HT1080 IDH1KD tx: -8%; DRD3 agonist: -5; SW480 rerep: 1%; IL-1B inflam inh: 12

What do the screens show for `O=C(c1cc2ccccc2o1)N1CCN=C1SCc1cccnc1`?
HT1080-NT tox: 30%; DRD3 antagonist: -10; KB-V1 MDR tox: -2%; KB-3-1 cytotox: 23%; GLP1R ag: -7%; HT1080 IDH1KD tx: 23%; DRD3 agonist: 0; SW480 rerep: -8%; IL-1B inflam inh: -58*

How did CCCn1c(=O)cc(N)n(-c2ccc(OC(F)(F)F)cc2)c1=O do in these assays?
HT1080-NT tox: 0%; DRD3 antagonist: -1; KB-V1 MDR tox: 11%; KB-3-1 cytotox: 19%; GLP1R ag: -8%; HT1080 IDH1KD tx: -3%; DRD3 agonist: -1; SW480 rerep: -7%; IL-1B inflam inh: -5

How did COc1ccc(CNc2ncccc2[N+](=O)[O-])cc1 do in these assays?
HT1080-NT tox: -17%; DRD3 antagonist: -9; KB-V1 MDR tox: 0%; KB-3-1 cytotox: -1%; GLP1R ag: 21%; HT1080 IDH1KD tx: -9%; DRD3 agonist: -7; SW480 rerep: 20%; IL-1B inflam inh: -23

Results for CC(=O)Nc1c(Br)cc2c(c1Br)C(=O)c1ccccc1-2 ?
HT1080-NT tox: 7%; DRD3 antagonist: -7; KB-V1 MDR tox: -7%; KB-3-1 cytotox: -1%; GLP1R ag: 6%; HT1080 IDH1KD tx: 2%; DRD3 agonist: 2; SW480 rerep: 1%; IL-1B inflam inh: 2

How did CCOC(=O)c1[nH]c2ccccc2c1NC(=O)c1ccc(OC(C)C)cc1 do in these assays?
KB-V1 MDR tox: -6%; KB-3-1 cytotox: -5%; GLP1R ag: 0%; DRD3 agonist: 13

Results for Cc1ccc(-c2nc(-c3cccnc3)sc2CC(=O)Nc2ccc(C)c(Cl)c2)cc1 ?
HT1080-NT tox: -15%; DRD3 antagonist: -5; KB-V1 MDR tox: 8.2µM*; KB-3-1 cytotox: inconclusive; GLP1R ag: 0%; HT1080 IDH1KD tx: -15%; DRD3 agonist: -4; SW480 rerep: 4%; IL-1B inflam inh: -7

Results for CCOC(=O)COc1c(C=O)cc(Br)cc1OC ?
HT1080-NT tox: -4%; DRD3 antagonist: 15; KB-V1 MDR tox: -4%; KB-3-1 cytotox: -5%; GLP1R ag: -7%; HT1080 IDH1KD tx: inconclusive; DRD3 agonist: 3; SW480 rerep: inconclusive; IL-1B inflam inh: -3

Results for COc1cccc(C(=O)NCCCNC(=O)c2cccc(OC)c2)c1 ?
HT1080-NT tox: -1%; DRD3 antagonist: 12; KB-V1 MDR tox: 9%; KB-3-1 cytotox: -7%; GLP1R ag: 13%; HT1080 IDH1KD tx: 3%; DRD3 agonist: 4; SW480 rerep: -3%; IL-1B inflam inh: 30
